High-throughput results: PubChem BioAssay, Southern Research Specialized Biocontainment Screening Center
tuberculosis growth – growth inhibition of non-replicating M. tuberculosis (AID 488890); inhibition, % at 25 µM; hits with a dose series show IC50 in µM; Mycobacterium tuberculosis non-replicating, growth inhibition; higher % means a stronger effect; 320,000 compounds, 0.39% hits; in the data active means a potency from the dose series; inconclusive means inhibition mostly from about 82% at the one dose, without a potency; inactive means the rest, 99 in 100 with inhibition below about 76%;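 further: plate controls were DMSO cells for no effect and high antibiotic wells for full effect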
Salmonella PhoP GFP – Inhibition of PhoP regulon, Salmonella typhi GFP reporter cells, confirmation, 4 h (AID 1850) | Salmonella Typhi PhoP-promoter GFP reporter, fluorescence, 4 h; higher % means a stronger effect | inhibition, % at 50 µM, or IC50 in µM where a hit was titrated | 310,000 compounds, 0.33% hits; in the data active means a potency from the dose series; inconclusive means inhibition mostly from about 25% at the one dose, without a potency; inactive means the rest, 99 in 100 with inhibition below about 19%;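 further: 0% = induced wells with vehicle and 100% = uninduced wells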
H1N1 NS1A inhibition – NS1A inhibition, H1N1 influenza, cell based functional assay (AID 504329); NS1A functional cell-based assay, percent inhibition; higher % means a stronger effect; one-dose inhibition, % at 12.5 µM; IC50 in µM for titrated hits; 340,000 compounds, 0.3% hits; in the data active means a potency from the dose series; inconclusive means inhibition above about 27% without an active follow-up result; further: strong numbers were not always called active
VEEV TC-83 Vero – inhibitors of VEEV TC-83 cytopathic effect, confirmation, Vero cells (AID 588727). inhibition, % at 20 µM; hits with a dose series show IC50 in µM. Vero cells, VEEV TC-83 cytopathic effect inhibition; higher % means a stronger effect. 350,000 compounds, 0.13% hits; in the data active means a potency from the dose series; inconclusive means inhibition mostly from about 14% at the one dose, without a potency; inactive means the rest, 99 in 100 with inhibition below about 12%; further: strong numbers were not always called active
M. tuberculosis HTS – M. tuberculosis growth inhibition, HTS (AID 449762); M. tuberculosis H37Rv growth inhibition, 7H9 media; higher % means a stronger effect; one-dose inhibition, % at 25 µM; IC50 in µM for titrated hits; 330,000 compounds, 0.59% hits; in the data active means a potency from the dose series; inconclusive means inhibition above about 70% without an active follow-up result;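 further: bacterial growth assessed after seven days of incubation; strong numbers were not always called active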
VEEV TC-83 Vero 10K pilot screen – also measured in VEEV TC-83 Vero; calls as there; inhibition, %; measured here: 10K pilot screen inhibition
* = called active by the depositor; i = inactive; u = inconclusive; x = no result given.

The opening four entries (preview)
SMILES | tuberculosis growth | Salmonella PhoP GFP | H1N1 NS1A inhibition | VEEV TC-83 Vero | M. tuberculosis HTS | others
CC(C)c1ccc(C(=O)N2CCN(CCO)CC2)cc1 | -15% | -13% | 1% | i | -2%
CN(CP(=O)(O)C(O)c1ccccc1)S(C)(=O)=O (centres undefined) | -5% | -8% | -7% | 0.2% | -8%
O=C(CSc1nc(N2CCCCC2)nc(N2CCCCC2)n1)N1CCN(c2ccccc2)CC1 | x | x | 9% | 3.6% | x
O=c1c2ccccc2n2nnnc2n1-c1ccccc1 | -6% | 5% | 5% | 1.3% | -5%

All compounds of this part, from the start:
SMILES | tuberculosis growth | Salmonella PhoP GFP | H1N1 NS1A inhibition | VEEV TC-83 Vero | M. tuberculosis HTS | others
CC(C)c1ccc(C(=O)N2CCN(CCO)CC2)cc1 | -15% | -13% | 1% | i | -2%
CN(CP(=O)(O)C(O)c1ccccc1)S(C)(=O)=O (centres undefined) | -5% | -8% | -7% | 0.2% | -8%
O=C(CSc1nc(N2CCCCC2)nc(N2CCCCC2)n1)N1CCN(c2ccccc2)CC1 | x | x | 9% | 3.6% | x
O=c1c2ccccc2n2nnnc2n1-c1ccccc1 | -6% | 5% | 5% | 1.3% | -5%
CCN(CC)C(=O)Oc1ccc(Br)cc1C(=O)Nc1ccc(F)c(Cl)c1 | -2% | 9% | 10% | 4.3% | 12%
Oc1ccc(Cl)c2cccnc12 | x | x | -5% | 7.1% | x
O=C(NCCc1ccc(Cl)cc1)c1ccc2nc(N3CCOCC3)sc2c1 | 2% | -6% | 10% | 0.0% | -10%
O=C(NCc1ccc(F)cc1)N[C@@H](Cc1ccccc1)C(=O)O | 5% | -9% | 2% | 1.6% | -7%
COc1ccc(C)cc1N(CC(=O)NC(C)c1ccccc1)S(C)(=O)=O (centres undefined) | -8% | 0% | -4% | 0.3% | -4%
Cc1ccc(N(CCCCN2C(=O)c3ccccc3C2=O)C(=O)c2cccs2)cc1 | 0% | 0% | 1% | i | -10%
COc1ccc(CCn2c(=N)c(C(=O)NC3CCCC3)cc3c(=O)n4cccc(C)c4nc32)cc1 | 55% | -1% | 2% | 4.2% | u
CCC(=O)N1CCc2cc(Br)c(S(=O)(=O)CCC(=O)NCCOC)cc21 | x | x | 2% | 1.0% | x
COc1ccc(NC(=O)CN2C(=O)COc3ccc(C)cc32)cc1 | -15% | 5% | 21% | 8.5% | -5%
COC(C[C@@H]1O[C@@H]1[C@@H](O)[C@H](C)OCc1ccccc1)OC | x | x | 0% | i | x
O=C(NCCc1c[nH]c2ccccc12)C(=O)Nc1ccccc1 | -1% | 10% | 5% | 1.2% | 1%
O=C1CC(C(=O)Nc2ccc(F)c(Cl)c2)N=C(N2CCCCC2)N1 (centres undefined) | -11% | -3% | -1% | 4.3% | 6%
COc1ccc(OC)c(C2C3=C(CCCC3=O)Nc3c2c(=O)n(C)c(=O)n3C)c1 (centres undefined) | -6% | -2% | 4% | 1.3% | -3%
COc1ccc(C2NC(=O)NC(C)=C2[N+](=O)[O-])cc1OC (centres undefined) | 2% | 1% | 11% | 0.6% | -1%
CCNc1ccc(C(=O)OCC(=O)N2CCCC2)cc1[N+](=O)[O-] | -6% | 5% | 9% | i | -7%
CCOc1ccc(-c2nc(C)sc2CC(=O)O)cc1 | -20% | -10% | 1% | 0.8% | -10%
O=C(N1CCCCC1)N1CCN(S(=O)(=O)c2ccccc2)CC1 | -2% | -8% | -2% | 3.3% | 6%
COc1ccc(OC)c(N(CC(=O)NCCSC2CCCCC2)S(=O)(=O)c2ccccc2)c1 | -3% | -6% | -3% | 4.0% | -17%
CN(C(=O)COc1ccccc1C(=O)NCc1ccccc1)C1CCS(=O)(=O)C1 (centres undefined) | x | x | -3% | i | x
O=C(CSCC(=O)N1CCOCC1)Nc1nc(-c2ccccc2)cs1 | 4% | 7% | 9% | 0.5% | 55%
COc1cc(/C=C2/C(=N)N3N=C(CC(=O)N4CCOCC4)SC3=NC2=O)ccc1OC(C)c1ccccc1 (centres undefined) | 2% | 12% | 3% | 4.6% | 7%

Reprinted at random: three records from the list.
SMILES | tuberculosis growth | Salmonella PhoP GFP | H1N1 NS1A inhibition | VEEV TC-83 Vero | M. tuberculosis HTS | others
CC(C)c1ccc(C(=O)N2CCN(CCO)CC2)cc1 | -15% | -13% | 1% | i | -2%
O=C(NCCc1c[nH]c2ccccc12)C(=O)Nc1ccccc1 | -1% | 10% | 5% | 1.2% | 1%
CN(CP(=O)(O)C(O)c1ccccc1)S(C)(=O)=O (centres undefined) | -5% | -8% | -7% | 0.2% | -8%

Next part
SMILES | tuberculosis growth | Salmonella PhoP GFP | H1N1 NS1A inhibition | VEEV TC-83 Vero | M. tuberculosis HTS | others
CCOC(=O)N1CN(C(=O)OCC)CN(C(=O)OCC)C1 | u | -16% | -15% | 0.1% | 7%
O=c1c2c(ncn1Cc1ccccc1)nc1n2CCC1 | -13% | -3% | 1% | i | 3%
COc1ccc(OC)c(C2=NOC(C(=O)Nc3cc(C)on3)C2)c1 (centres undefined) | -12% | 5% | -1% | 5.9% | 12%
Cc1ccccc1CCNC(=O)C1CCC(=O)N(C2CCCCCC2)C1 (centres undefined) | -10% | -8% | -8% | 1.6% | -6%
CCC(=O)Nc1ccc(Cl)c(NC(=O)C(C)C)c1 | -1% | -1% | -1% | 1.0% | 5%
CN(C)C=Nc1ccc2nc3c(cc2c1)[nH]c1ccccc13 | 17% | -5% | 0% | 7.7% | 7%
CCOC(=O)N1CCN(C(=O)C2CCN(S(=O)(=O)c3c(C)cc(C)cc3C)CC2)CC1 | 22% | -12% | -2% | 1.8% | -6% | VEEV TC-83 Vero 10K pilot screen=0.0
COc1ccc(C(CNC(=O)Cc2cc(OC)c(OC)c(OC)c2)N2CCCC2)cc1 (centres undefined) | 13% | -5% | -12% | 2.4% | -18%
Cc1ccc(-n2ncc(C#N)c2/N=C/N(C)C)cc1 | -5% | 1% | 0% | 1.1% | 1%
CCCCN1C=C(C(=O)OC)C(c2ccccc2Cl)C(C(=O)OC)=C1 | -11% | -6% | -17% | 0.8% | -4% | VEEV TC-83 Vero 10K pilot screen=1.4
COc1ccccc1C(=O)NC(=O)COC(=O)c1cnc(C)cn1 | -13% | -4% | 2% | 0.4% | 2%
Cc1nnc(SCc2ccc(C(=O)c3ccc(Cl)cc3)o2)n1-c1ccccc1 | 18% | 1% | 8% | i | 2%
Cc1cc2cc(C(c3nnnn3Cc3ccco3)N3CCCCC3)c(=O)[nH]c2cc1C (centres undefined) | 0% | 4% | -1% | 1.7% | -3%
CCn1c(=O)cc(OCC(=O)N2CCN(Cc3ccc4c(c3)OCO4)CC2)c2ccccc21 | 3% | -10% | 1% | 2.2% | 5%
Cc1nc(CC(C)C)cc(C(=O)N2CCCC(CNS(=O)(=O)c3cccs3)C2)n1 (centres undefined) | -8% | 2% | 3% | i | 0%
COc1ccc(N2CCN(C(CNC(=O)c3ccco3)c3ccco3)CC2)cc1 (centres undefined) | -3% | 14% | 3% | 0.5% | -2%
COc1ccccc1C(=O)NCc1ccncc1 | -5% | -1% | -7% | 2.6% | 2%
Cc1ccc2cccc(OCc3ccc(F)cc3)c2n1 | 51% | -6% | 3% | 0.8% | 10%
CC(=O)COc1ccccc1OC(=O)c1ccco1 | 16% | 7% | -8% | i | -5%
O=C(CCCC(=O)NN=Cc1ccccc1Cl)NN=Cc1ccccc1Cl | x | x | -6% | 11% | x
CCOC(=O)/C(C#N)=C/Nc1ccsc1C(=O)OC | -10% | 4% | -20% | 1.9% | 1%
O=C(NC1CCCC1)C(c1cccs1)N(C(=O)c1ccco1)c1ccc2c(c1)OCCO2 (centres undefined) | 50% | -24% | 5% | 3.1% | 3%
FC(F)(F)c1ccc(-c2noc(CN3CCCN(C4CCCCC4)CC3)n2)cc1 | 74% | 4% | -3% | i | -3%
COc1ccc(C2=NOC(CNC(N)=S)C2)cc1 (centres undefined) | 54% | 10% | -1% | 3.6% | 32%
Cc1ccc(-c2csc(N(CC3CCCO3)C(=O)c3ccco3)n2)cc1 (centres undefined) | 65% | -5% | 2% | 2.9% | 8%

Continuation.
SMILES | tuberculosis growth | Salmonella PhoP GFP | H1N1 NS1A inhibition | VEEV TC-83 Vero | M. tuberculosis HTS | others
CN(C)c1ccc(CNC(=O)CN(C)S(=O)(=O)c2cccc3cccnc23)cc1 | 29% | 3% | 1% | 3.7% | 8%
Cc1c(NC(=O)C2CCN(S(=O)(=O)c3ccccc3)CC2)c(=O)n(-c2ccccc2)n1C | -6% | 7% | -2% | 1.7% | -7%
COc1ccc(Cc2nnc(NS(=O)(=O)c3ccccc3)s2)cc1 | 25% | -6% | 5% | 0.4% | 2%
CCc1nnc(NC(=O)C2CCN(c3ncnc4sc(C)c(C)c34)CC2)s1 | 9% | x | -13% | 1.9% | 8%
C=C(C)CSc1nc2c(c(=O)[nH]c(=O)n2C)n1CCC(C)C | 23% | -13% | -12% | 6.4% | -10%
Cc1nc(N)sc1-c1ccccc1 | x | x | 1% | 0.3% | x
Cc1cccnc1CN1CCN(Cc2nc(C(c3ccccc3)c3ccccc3)no2)CC1 | 62% | 11% | 7% | 36% | 13%
COc1ccc(C(=O)N/N=C(\C)CC(=O)Nc2cccc(C(F)(F)F)c2)cc1 | 0% | 9% | -5% | i | 19%
Cc1nn(C)cc1S(=O)(=O)NC1CCCC1 | -3% | -9% | -4% | 0.7% | -4%
Cc1nn(-c2ccccc2)nc1CNC(=O)C(C)Cc1ccccc1 (centres undefined) | -8% | -1% | -6% | 0.7% | -1%
O=C(CSc1ncccc1C(=O)O)NCCC1=CCCCC1 | 19% | -1% | -13% | i | 5%
O=C(COC(=O)[C@H](Cc1ccccc1)NC(=O)c1cccs1)Nc1cc(F)ccc1F | 8% | 4% | -2% | i | 21%
COc1ccc(/C=N/OCC(=O)OCC(=O)N(C)c2ccccc2)cc1 | 77% | 5% | -2% | 3.2% | 8.2µM*
CCc1noc(C)c1C(=O)Nc1nc2ccc(S(C)(=O)=O)cc2s1 | 6% | 3% | -7% | 9.3% | 10%
C=CCn1cc(/C=N/N2C(=O)C3C4C=CC(C4)C3C2=O)c2ccccc21 (centres undefined) | 10% | -7% | 2% | 0.4% | 0%
COc1ccc(C(=O)N/N=C(\C)CC(=O)Nc2ccc(N(C)C)cc2)c(OC)c1 | 5% | 0% | 7% | 1.2% | -1%
Fc1ccc(-c2nnc(CSc3nnc(-c4cccs4)o3)o2)cc1 | 3.7µM* | -5% | 4% | 1.2% | 99%
Cc1cc2cc(CCNC(=O)c3ccc(S(=O)(=O)N4CCOCC4)cc3)c(=O)[nH]c2cc1C | 19% | -2% | 1% | 7.5% | 7%
COc1cc(C)cc2oc(=O)c(CC(=O)N3CCN(C(=O)C4COc5ccccc5O4)CC3)c(C)c12 (centres undefined) | 23% | -13% | -9% | 9.0% | 46%
COc1c(C)cc(C(=O)C2CCCN(C(=O)c3snnc3C)C2)cc1C (centres undefined) | -1% | -5% | -14% | i | -3%
COc1ccccc1N(CC(=O)NC1CCCC1)C(=O)c1cnn(C(C)C)c1 | -12% | -7% | 0% | 0.8% | -7%
CCCS(=O)(=O)N1CCCC(C(=O)N2CCN(C(=O)OCC)CC2)C1 (centres undefined) | 13% | -2% | -9% | i | -1% | VEEV TC-83 Vero 10K pilot screen=0.5
COC(=O)Cc1c(C)c2ccc(OCC(=O)N(C)C)cc2oc1=O | -2% | 4% | 0% | i | 2%
CC1CC(C)CN(C(=O)CSc2ncnc3sccc23)C1 (centres undefined) | 15% | x | -2% | 8.4% | 7%
CCc1ccc(-c2cc(C)no2)cc1S(=O)(=O)Nc1cccc(CN2CCCC2)c1 | 5% | 2% | 6% | 3.4% | 2%

Next compounds:
SMILES | tuberculosis growth | Salmonella PhoP GFP | H1N1 NS1A inhibition | VEEV TC-83 Vero | M. tuberculosis HTS | others
O=C(CSc1ncnc2c1oc1ccccc12)Nc1nccs1 | x | -11% | 0% | 1.6% | -7%
COC(=O)c1cc(NC(=O)CSc2ncn[nH]2)ccc1Cl | x | x | -6% | 7.9% | x
CC(C)CN1CCN(Cc2ccc(CN3CCCCC3)s2)CC1CCO (centres undefined) | -6% | -3% | -6% | 0.3% | -3%
CC(=O)Nc1ccc(S(=O)(=O)N2CCC(N3CCCCC3)CC2)cc1 | -18% | 3% | 4% | 3.6% | -1%
Cc1cc(C(=O)COC(=O)CCc2nc3ccccc3s2)c(C)n1C | 80% | -2% | -5% | 3.0% | 16%
Cc1nc(Cl)c(S(N)(=O)=O)c(C)c1Cl | x | 2% | x | 0.3% | -5%
COc1cc2c(cc1OC)C(C1C(=O)CCCC1=O)N(C(=O)CCl)CC2 (centres undefined) | -16% | -5% | -18% | i | 3%
